Bioassay records as filed in PubChem.
14-3-3g Raf: modulators of 14-3-3 gamma protein binding, primary screen, biochemical, fluorescence polarization | 160,000 compounds, 0.19% hits | inhibition, % at 40 µM | FP, 14-3-3gamma / TMR-pS259-Raf peptide binding | 14-3-3 protein gamma (Homo sapiens), P61981; in the data active = inhibition above about 30%;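 also: 0% = protein plus tracer without compound and 100% = blank with tracer alone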
Target sequence (P61981 whole entry, looked up): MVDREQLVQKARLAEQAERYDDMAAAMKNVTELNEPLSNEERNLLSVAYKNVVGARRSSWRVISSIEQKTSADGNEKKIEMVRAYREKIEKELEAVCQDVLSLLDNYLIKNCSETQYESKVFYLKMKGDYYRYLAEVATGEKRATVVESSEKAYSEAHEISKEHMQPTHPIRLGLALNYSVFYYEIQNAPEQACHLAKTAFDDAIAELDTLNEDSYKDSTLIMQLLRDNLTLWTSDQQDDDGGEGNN
The depositor's hits bear a star; & = joins results of further samples. Some of the compounds tested; the hit share may differ from the screen's.

SMILES | 14-3-3g Raf
Cc1ccc(C(=O)COC(=O)c2cc(Cl)ccc2O)cc1[N+](=O)[O-] | -9
COc1ccc2nc(NC(=O)c3ccc(S(=O)(=O)N4CCc5ccccc54)cc3)sc2c1 | -8
N#CC(C(=O)NCc1ccccc1)c1nc2ccccc2nc1N1CCCC1 (stereo unspecified) | -9
CC(NC(=O)c1cc(-c2ccccn2)nc2ccc(S(=O)(=O)N3CCOCC3)cc12)c1ccccc1 (stereo unspecified) | -8
CCc1c(C)nc(SCC(=O)Nc2cccc(Br)c2)[nH]c1=O | -7
COC(=O)C1=C(C)NC2=C(C(=O)CC(C)(C)C2)C1c1ccc(OCc2ccc(F)cc2)cc1 (stereo unspecified) | -5
CC12CCC(C(=O)O)(C/C1=N\O)C2(C)C (stereo unspecified) | -3
CCOc1ccc(CCNC(=O)C2CCN(c3nn4c(=O)cc(C)nc4s3)CC2)cc1OCC | -9
O=C1CCC(C(=O)NCCCn2ccnc2)N1 (stereo unspecified) | 4&-18
Cc1cc(=O)[nH]c(SCC(=O)N2c3ccccc3CC2C)n1 (stereo unspecified) | -1
COC(=O)c1ccc(C2C3=C(CC(C)(C)CC3=O)N(Cc3ccccc3)C3=C2C(=O)CC(C)(C)C3)cc1 | -2
Cc1ccccc1N=C1SC(CC(=O)Nc2ccccc2C)C(=O)N1C (stereo unspecified) | -1
Cn1c(=O)c(C(=O)c2ccccc2)nc2ccccc21 | -10
CC(C)OP(=O)(c1ccc(N(C)C)cc1)C(O)c1ccncc1 (stereo unspecified) | -6
CCCOc1ccc(C(=O)CCN2CCOCC2)cc1 | -10
Cc1csc2nc(CSc3nncn3-c3ccccc3)c(Br)n12 | 1
O=C(O)CCCCNS(=O)(=O)c1ccc(Cl)c(C(F)(F)F)c1 | -4&-5
COc1ccc(S(=O)(=O)Nc2cc3c4c(oc3c3ccccc23)CCCC4=O)cc1 | -22
CCC(Sc1ccccn1)C(=O)Nc1cccc2ccccc12 (stereo unspecified) | -4
O=C(NCCc1ccccc1)c1ccc2c(=O)n(-c3ccccc3)c(=O)[nH]c2c1 | 5
COC(=O)C1=C(C)N(C)C(C)=C(C(=O)OC)C1c1cccc(Cl)c1 | 2
CCCNC(=O)c1cnn2c(C(F)(F)F)cc(-c3ccc(Br)cc3)nc12 | 7
CCN(CC)S(=O)(=O)N1CCC(C(=O)NCCc2ccccc2)CC1 | 2
COc1ccc(NC(=O)c2cnc3n(c2=O)CCS3)cc1OC | -8
Cn1c(Cc2csc(N)n2)nnc1SCC(=O)NCc1ccccc1 | 7
CCOCCCNC(=O)c1cnn2c(C)c(Cc3ccccc3C)c(C)nc12 | -2
CCOC(=O)c1c(-c2ccc(C)o2)csc1NC(=O)COC(=O)c1cccs1 | 2
O=C(CN1C(C(=O)c2ccccc2)=C(N2CCOCC2)c2ccccc2S1(=O)=O)c1ccc([N+](=O)[O-])cc1 | -1
C=CCOC(=O)Oc1ccc2c(=O)c(-c3ccccc3OC)coc2c1 | -12
C=CCSc1nnc2c(n1)OC(c1ccccc1F)Nc1ccccc1-2 (stereo unspecified) | -13
CCSCCOC(=O)C1=C(C)NC2=C(C(=O)CCC2)C1c1ccc(OC)c(Br)c1 (stereo unspecified) | 7
O=C(NCCCN1CCCCC1)c1ccc2c(c1)ncn2C1CCCC1 | -3
CC1CCN(C(=O)Cn2ncc3c(=O)oc4ccccc4c32)CC1 | 8
Cc1ccc(OCCSc2nc3ccc(Br)cc3[nH]2)cc1C | -11
C=CCOc1ccc(/C(O)=C2\C(=O)C(=O)N(CCCOC)C2c2ccncc2)cc1 (stereo unspecified) | -8
COCCCN1C(=O)c2ccccc2C1C(=O)NC1CCCCCC1 (stereo unspecified) | -7
Cc1nnc(SCC(=O)N2CCc3ccccc32)n1-c1ccccc1 | -8
CC(C)(C)C(=O)N=C1SC2CS(=O)(=O)CC2N1c1ccc2c(c1)OCO2 (stereo unspecified) | -2
CCCCCCSc1nnc(-c2cc(Br)ccc2N)c(=O)[nH]1 | 2
Cc1ccc(C)c(NC(=O)c2cc3n(n2)C(C(F)(F)F)CC(c2ccc4c(c2)OCO4)N3)c1 (stereo unspecified) | 4
COc1ccc(NC(=O)CN2CCN(S(=O)(=O)c3cc(Cl)ccc3OC)CC2)cc1OC | -3
COc1cc(C2Nc3ccc(C(=O)c4ccccc4)cc3NC3=C2C(=O)CCC3)ccc1O (stereo unspecified) | -7
COc1cccc(-n2c(=O)c3c(C)c(C)sc3n(CC(=O)NCCC3=CCCCC3)c2=O)c1 | -12
O=C(c1ccccc1F)N1CCN(c2cc(N3CCCCC3)c(F)cc2[N+](=O)[O-])CC1 | -8
CCn1c(NCc2ccco2)nc2c1c(=O)n(C)c(=O)n2C | -5
COc1ccc(OC)c(C(c2nnnn2C2CCCC2)N2CCN(c3ccccc3F)CC2)c1 (stereo unspecified) | 2
O=C(NCC1CCCO1)C1CCN(S(=O)(=O)N2CCCC2)CC1 (stereo unspecified) | -7&-15
COC(=O)c1nc2n(n1)C(c1ccc(Br)cc1)C(C(=O)OC1CCCCC1)=C(C)N2 (stereo unspecified) | 3
COC(=O)COc1ccc2c(=O)c(Oc3ccc(C)cc3)coc2c1 | -31
Nc1cccc(C(=O)Nc2ccc(O)cc2)c1 | -4
Later entries.
SMILES | 14-3-3g Raf
Cc1ccc(-c2nnc(SCC(=O)OC(C)C)o2)cc1 | -1
COC(=O)c1nnn(CC(=O)Nc2ccc(C)cc2C)c1N | -1
CC(=O)c1cccc(NC(=O)CCS(=O)(=O)c2cccc3cccnc23)c1 | -7
COc1ccc(-n2nc(C(=O)N(C)c3cc(Cl)ccc3C)c3ccccc3c2=O)cc1 | -9
COc1cccc(OC)c1C(=O)N1CCN(C(=O)c2ccccc2)CC1 | -11
O=C(CCCn1c(=S)[nH]c2ccccc2c1=O)NCc1ccccc1Cl | -2
CSCCC(C(=O)Nc1ccccc1)N1C(=O)c2ccccc2C1=O (stereo unspecified) | -3
COC(=O)c1cc(NS(=O)(=O)c2ccc(NC(C)=O)cc2)cc(C(=O)OC)c1 | 2
CC(C)(C)NC(=O)C1c2ccccc2Oc2ccccc21 | -2
Cc1ccccc1NC(=O)c1cc2ccccc2o1 | -1
CCOC(=O)c1c(NC(=O)c2ccco2)sc(C(=O)Nc2cc(C(F)(F)F)ccc2Cl)c1C | -5
CCC(C)OC(=O)C1=C(C)NC2=C(C(=O)C(C(=O)OC)C(C)C2)C1c1cccs1 (stereo unspecified) | -2
O=C(OC(c1ccccc1)c1nccc2ccccc12)c1ccc([N+](=O)[O-])cc1 (stereo unspecified) | -10
CCCCN(C)CCCNC(=O)CCn1nc(-c2ccccc2)ccc1=O | -1
COCCCNc1nc2c(c(=O)n(Cc3ccccc3)c(=O)n2C)n1C | 2
O=c1[nH]nc2c3ccccc3cnn12 | 1&-6
Cc1ccc(C)c(N2CCN(CCCNC(=O)Cn3cc4c(n3)CCC(C)C4)CC2)c1 (stereo unspecified) | -3
CN1CCN(Cc2oc(CO)cc(=O)c2O)CC1 | 4
Cc1ccc(C(=O)N2CCN(C(=O)CN3CCCC3)C2)cc1 | 9&3
FC(F)(F)c1cc(-c2ccc(Cl)cc2)nc(N2CCOCC2)n1 | 1
CC(=O)c1c(OCC(=O)O)ccc2c(C)cc(=O)oc12 | 2
Cc1cc(C)cc(OCC(=O)Nc2ccc3oc(-c4cccnc4)nc3c2)c1 | -10
Cn1c(=O)c2[nH]c(SCC(=O)c3ccc(F)cc3)nc2n(C)c1=O | -5
CCCOC(=O)c1ccc(NC(=O)COc2ccc(Cl)c(C)c2)cc1 | 5
COc1ccccc1-c1cc(C(=O)Nc2cnn(Cc3ccccc3C)c2)no1 | -15
CCc1ccc(OCC(=O)Nc2ccc(S(=O)(=O)N3CCCC3)cc2)cc1 | 2
CC1=C(C(=O)N2CCOCC2)C(c2ccc(Cl)cc2)n2c(nc3ccccc32)N1 (stereo unspecified) | -2
CC1=C(C(=O)OC(C)C)C(c2cccc(O)c2)C2=C(CC(c3cccs3)CC2=O)N1 (stereo unspecified) | 3
CCOC(=O)c1c(C)oc2cc(Br)c(OC)cc12 | 2&-6
Cc1nnc(SCC(=O)Nc2ncc(Cc3ccc(F)cc3)s2)n1N | 4
CC(=NS(=O)(=O)c1ccc(C)cc1)N1CCN(S(=O)(=O)c2ccc(C)cc2)C1c1ccccc1 (stereo unspecified) | -4
Oc1ccccc1-c1nc(N2CCCCC2)c2ccccc2n1 | -1
COc1ccc(Nc2nc(N)nc(CN3CCc4ccccc4C3)n2)cc1 | -5
Cc1cccc(Cc2c(C)nc3nc(SCC(=O)NCc4ccco4)nn3c2C)c1 | -5&-2
CCOC(=O)C1CCCN(C(=O)c2cn(C)c(=O)c3cc(OC)c(OC)cc23)C1 (stereo unspecified) | -3&-5
O=C(CSc1n[nH]c(-c2ccccc2)n1)Nc1cccc(Cl)c1 | -62
CCOC(=O)N1CCC(NC(=O)c2cnn3ccccc23)CC1 | -5
CCCOc1cccc(C(=O)N(Cc2cccs2)C2CCS(=O)(=O)C2)c1 (stereo unspecified) | -4
COc1ccccc1C1Nc2ccc(Br)cc2C(c2ccccc2)O1 (stereo unspecified) | -8
O=C(CCN1C(=O)c2ccccc2C1=O)Nc1cccnc1 | -2

Reprinted at random: 4 entries already listed, in no set order.
SMILES | 14-3-3g Raf
Cc1ccc(C(=O)N2CCN(C(=O)CN3CCCC3)C2)cc1 | 9&3
CC(=O)c1c(OCC(=O)O)ccc2c(C)cc(=O)oc12 | 2
CCc1ccc(OCC(=O)Nc2ccc(S(=O)(=O)N3CCCC3)cc2)cc1 | 2
CCC(Sc1ccccn1)C(=O)Nc1cccc2ccccc12 (stereo unspecified) | -4

In the list so far, nine contain an NH in an aromatic ring:
SMILES | 14-3-3g Raf
CCc1c(C)nc(SCC(=O)Nc2cccc(Br)c2)[nH]c1=O | -7
Cc1cc(=O)[nH]c(SCC(=O)N2c3ccccc3CC2C)n1 (stereo unspecified) | -1
O=C(NCCc1ccccc1)c1ccc2c(=O)n(-c3ccccc3)c(=O)[nH]c2c1 | 5
Cc1ccc(OCCSc2nc3ccc(Br)cc3[nH]2)cc1C | -11
CCCCCCSc1nnc(-c2cc(Br)ccc2N)c(=O)[nH]1 | 2
O=C(CCCn1c(=S)[nH]c2ccccc2c1=O)NCc1ccccc1Cl | -2
O=c1[nH]nc2c3ccccc3cnn12 | 1&-6
Cn1c(=O)c2[nH]c(SCC(=O)c3ccc(F)cc3)nc2n(C)c1=O | -5
O=C(CSc1n[nH]c(-c2ccccc2)n1)Nc1cccc(Cl)c1 | -62

(continued)
SMILES | 14-3-3g Raf
COc1ccc(OC)c(NC(=O)CS(=O)(=O)c2ccccc2)c1 | -2
CCOc1ncnc2c1[nH]c1ccc(OC)cc12 | -2
O=C(Nc1ccccc1)c1cccc(S(=O)(=O)N2CCC(=O)C3CCCCC32)c1 (stereo unspecified) | -6
O=C(COC(=O)c1ccco1)OCN1C(=O)c2ccccc2C1=O | -5
Nc1cc(N)cc(C(=O)N2CCOCC2)c1 | 10
O=C(NCc1ccc2c(c1)OCO2)C1CC(=O)N(CCc2ccccc2)C1 (stereo unspecified) | 1
C(=C1CCc2cc3c(nc21)C(=Cc1ccc2c(c1)OCO2)CC3)c1ccc2c(c1)OCO2 | 0
Cn1c(=O)c2cc(S(=O)(=O)Nc3cccc(Cl)c3)ccc2n(C)c1=O | 0
CC(=O)Nc1ccc2nc(NC(=O)C3CCCCC3)sc2c1 | -14
O=C1C(Cc2c[nH]c3ccccc23)N=C2c3ccccc3N=C(SCc3cccc(F)c3)N12 (stereo unspecified) | -59
COc1ccc(-n2c(Cc3cc(=O)[nH]c(=O)[nH]3)nnc2SCC(=O)N2CCC(C)CC2)cc1 | 0
N#Cc1ccc(NC(=O)c2cc3nc(-c4ccc5c(c4)OCO5)cc(C(F)(F)F)n3n2)cc1 | -1
COc1ccc(-n2nc3cc(C)c(NC(=O)c4cccnc4)cc3n2)cc1 | 5
Cc1cccc(Nc2sc(C(=O)c3ccc(Cl)cc3)c(N)c2C(N)=O)c1 | -10
COc1ccc(N2C(=O)c3ccc(NC(C)=O)cc3C2=O)cc1 | -14
CC(=O)c1ccc(NC(=O)C2CCCN2S(=O)(=O)c2ccc(F)cc2)cc1 (stereo unspecified) | -4
Nn1c(CSc2ccccn2)nc2ccccc2c1=O | -8
COC(=O)CSc1nc(-c2ccco2)nc2c1c(=O)n(C)c(=O)n2C | -4
CCC(C)NC(=O)C1(O)c2cc(Br)ccc2NC(=O)N1c1ccc(C)c(C)c1 (stereo unspecified) | -5
CCOC(=O)c1c(NC(=O)c2ccc(Br)cc2)sc(C(=O)N2CCOCC2)c1C | 2
COc1ccc(C(=O)Nc2c3c(nn2-c2ccc(C)cc2)CSC3)cc1 | 3
CCOc1ccc(C2Oc3nc(SC)nnc3-c3ccccc3N2C(=O)CC)cc1C (stereo unspecified) | 5
Cc1ccc(-n2nc(C)c(C=Cc3onc(C)c3[N+](=O)[O-])c2C)cc1 | -50
COC(=O)c1ccccc1NC(=O)c1ccccc1Br | -9
CCCCc1nc2ccccc2n1CCCOc1ccccc1 | 1
O=C(Nc1ccc2nc(C3CCCCC3)[nH]c2c1)C1CCCCC1 | -10
COc1cc2c(cc1OC)C1C(C(=O)Nc3cccc(SC)c3)c3ccccc3C(=O)N1CC2 (stereo unspecified) | -7
Cc1cc(C)cc(N2C(=O)CSC2c2ccc(C(C)(C)C)cc2)c1 (stereo unspecified) | 1
COc1ccc(-c2nn(C)c3sc(C(=O)Nc4ccc(C)c(F)c4)cc23)cc1OC | 0

Arranged by count of non-hydrogen atoms (high to low): three of the compounds above
SMILES | 14-3-3g Raf
O=C1C(Cc2c[nH]c3ccccc23)N=C2c3ccccc3N=C(SCc3cccc(F)c3)N12 (stereo unspecified) | -59
CC(=O)c1ccc(NC(=O)C2CCCN2S(=O)(=O)c2ccc(F)cc2)cc1 (stereo unspecified) | -4
Cn1c(Cc2csc(N)n2)nnc1SCC(=O)NCc1ccccc1 | 7
